ELG1 DNA repair – blocks ELG1-dependent DNA repair in HEK293T cells | HEK293T ELG1-luciferase reporter, luminescence, 16 h; DNA damage induced by 5-fluorouridine | Potency, µM (highest dose often 46.1 µM), inactives show at the top dose activity change, negative = inhibition, most hits filed as inhibitors | 330,000 tested, 2.3% active | AID 504467; also: potency is read from the fitted curve at half-maximal effect; % is scaled to controls: 0 for no effect and ±100 for the full control effect; nearly all actives have a fitted effect of over 55% in size
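Reporter activity after DNA damage by 5-fluorouridine is monitored. Compound-treated cells incubate 16 hr at 37 °C, then ONE-Glo is added for 30 min before luminescence reading.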
TCR act – activators of T cell receptors. primary human leukocytes, anti-CD3, IL-2 HTRF, 48 h. Potency, µM (highest dose often 9.22 µM), for the others: at the highest dose activation of IL-2 secretion, actives largely listed as activators. 330,000 tested, under 10 active; also: % of control where 0% means no effect
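HTRF read-out of IL-2 secretion: europium cryptate donor excited at 320nm, d2 acceptor emission at 665nm. Cells were primary human leukocytes incubated 48 hr with compounds and a-CD3 beads, supplying TCR signal only.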
TRPV1 ag – agonists of human vanilloid receptor 1 (TRPV1); TRPV1-expressing cells, Fluo-8 calcium influx, agonist mode; 320,000 tested, 0.19% active; activation, % at 8.33 µM; in the data active = activation above about 80%; inconclusive = between about 30% and that limit; also: 0% is about no effect
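TRPV1-expressing cells were cultured overnight at 35.5C and loaded with Fluo-8 calcium dye for 40 to 90 min at room temperature. After a 10 s baseline, compound was added and calcium influx was read kinetically for 3 min (ex 480/em 520 nm).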
PTAP TSG101 blk – blocks PTAP/TSG101 interaction to inhibit HIV-1 budding. Fluorescence polarization, FITC-PTAP peptide / Tsg101 binding. Potency, µM (titrated, usually from 115 µM), for inactives: at the highest dose activity change, negative = inhibition, most hits filed as inhibitors. 340,000 tested, under 10 active; active = well fitted inhibition curve with a large enough effect in the main read-out, with a control signal flat, not every such curve was filed as active; inconclusive = small, poorly fitted or top-dose-only effect, or effect the other way, or a change in a side signal; inactive = no such curve, though single readings can be large or run the other way; also: potency is read from the fitted curve at half-maximal effect; % of control where 0% means no effect
Target sequence (Q99816 whole entry, looked up): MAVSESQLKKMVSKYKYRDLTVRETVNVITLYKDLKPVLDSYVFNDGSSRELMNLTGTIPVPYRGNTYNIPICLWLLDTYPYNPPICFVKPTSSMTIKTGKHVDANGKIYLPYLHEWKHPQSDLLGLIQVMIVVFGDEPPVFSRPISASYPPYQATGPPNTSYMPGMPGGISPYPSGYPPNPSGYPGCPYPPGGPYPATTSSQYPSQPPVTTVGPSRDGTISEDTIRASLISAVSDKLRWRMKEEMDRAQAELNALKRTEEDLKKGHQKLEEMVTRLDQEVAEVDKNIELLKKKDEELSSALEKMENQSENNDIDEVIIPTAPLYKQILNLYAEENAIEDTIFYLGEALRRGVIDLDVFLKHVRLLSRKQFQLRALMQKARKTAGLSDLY
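FP read-out: FITC-PTAP peptide, 50 nM final, binding Tsg101 binding domain, 10 uM final; 20 min, r.t.; 10 mM HEPES pH 7.5, 0.15 M NaCl, 0.01% Tween 20, 3 mM EDTA, 0.1 mM TCEP.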
BRCA1 expr up – activators of BRCA1 expression; 380,000 tested, 1.1% active; Potency, µM (doses to about 46.1 µM), inactives show at the highest dose activation, most hits filed as activators; MCF7-BRCA1-FFLuc reporter, luminescence, 48 h; response scale: scaled: vehicle 0%, 10 µM genistein 100%; also: potency is read from the fitted curve at half-maximal effect; nearly all actives have a fitted effect of over 80% in size; some results filed as inactive show a strong effect at the top dose
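MCF7 cells carrying a BRCA1-firefly luciferase reporter (2000 cells/well, phenol-red free MEM) were attached for 2 h at 37 °C, then given compounds for 48 h. Luminescence was read 15 min after luciferase reagent; activity normalized to genistein (10 microM) and DMSO.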
B2AR arrestin – recruits beta-arrestin to the human beta2-adrenergic receptor; P07550; beta-arrestin recruitment to beta2AR, cell-based reporter; Potency, µM (doses to about 46.1 µM), without a hit: at the top dose activation, usual class: activators; 330,000 tested, 0.02% active;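 also: potency is read from the fitted curve at half-maximal effect; 0% = DMSO controls and full agonism = EC100 isoproterenol or metaproterenol; nearly all actives have a fitted effect of over 65% in size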
Target sequence (P07550 whole entry, looked up): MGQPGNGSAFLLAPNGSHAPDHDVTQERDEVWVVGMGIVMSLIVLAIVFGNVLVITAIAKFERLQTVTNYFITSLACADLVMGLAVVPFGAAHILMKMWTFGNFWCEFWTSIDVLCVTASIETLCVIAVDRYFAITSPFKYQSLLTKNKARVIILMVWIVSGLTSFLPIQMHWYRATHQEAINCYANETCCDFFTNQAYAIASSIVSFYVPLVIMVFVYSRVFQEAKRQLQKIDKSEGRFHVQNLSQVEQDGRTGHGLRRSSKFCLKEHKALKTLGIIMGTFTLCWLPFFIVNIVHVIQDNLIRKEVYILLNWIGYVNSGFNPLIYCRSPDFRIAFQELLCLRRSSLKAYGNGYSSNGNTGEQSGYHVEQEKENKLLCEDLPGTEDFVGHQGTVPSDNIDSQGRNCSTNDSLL
MLL CXXC-DNA inh – inhibitors of human MLL CXXC domain-DNA interaction | 290,000 tested, 0.037% active | MLL-CXXC / FITC-HOXA9 DNA fluorescence polarization | AID 2662 | Q03164 | Potency, µM (series often up to 115 µM), without a hit: at the top dose activity change, negative = inhibition, hits mostly inhibitors; active = well fitted inhibition curve with a large enough effect in the polarisation, with a control signal flat, not every such curve was filed as active; inconclusive = small, poorly fitted or top-dose-only effect, or effect the other way, or a change in a side signal; inactive = no such curve, though single readings can be large or run the other way; the % refers to the polarisation; also: potency is read from the fitted curve at half-maximal effect
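Steps: dispense CXXC domain solution (7 uM) → pin compounds or unlabeled HOX-A9 DNA control → 5 min ambient → add FLSN-HOX-A9 solution (50 nM) → spin → 30 min ambient → fluorescence polarization. Tris pH 7.5/NaCl/DTT/BSA buffer.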
A-T KAP1 phos – potential ataxia-telangiectasia treatments restoring KAP-1 phosphorylation. […] A-T fibroblasts, KAP-1 phosphorylation AlphaLISA; neocarzinostatin DNA damage 30 min before lysis. Potency, µM (series often up to 57.5 µM), without a hit: top-dose activation, most hits filed as activators. 320,000 tested, 0.19% active. AID 485349; also: potency is read from the fitted curve at half-maximal effect; % of control where 0% means no effect; nearly all actives have a fitted effect of over 45% in size
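hTERT-immortalized A-T patient fibroblasts ([…]), 500 cells/well in OPTI-MEM, 1% FBS, got compounds for 60 min, then NCS for 30 min at 37C. Lysates were then assayed for phospho-KAP-1 by AlphaLISA (anti-pKAP1 donor, anti-KAP1 acceptor beads), 6 hr at 25C.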
p53 reactivator – mutant p53 re-activation in reporter cells. AID 504706. Potency, µM (top dose mostly 92.2 µM), for the others: top-dose activity change, positive = activation, actives largely listed as activators. 320,000 tested, 0.063% active. H1299 p53-A138V BP100-luciferase reporter, luminescence, 24 h; also: potency is read from the fitted curve at half-maximal effect; % of control where 0% means no effect; nearly all actives have a fitted effect of over 45% in size
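p53-null H1299 cells stably carrying temperature-sensitive p53-A138V and a BP100-luciferase reporter were pinned with compounds (4-point, 1:5 series) and held 24 hrs at 37 deg C. Luminescence was read 10 min after detection reagent.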
Integrin act MD – integrin-mediated muscular dystrophy alleviation activation; 350,000 tested, 0.064% active; AID 624291; Potency, µM (doses to about 38.3 µM), without a hit: at the top dose activation, most hits filed as activators; alpha7betagal myoblasts, beta-gal FDG fluorescence, 48 h;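 also: potency is read from the fitted curve at half-maximal effect; 100% = response of the positive control SU9516; nearly all actives have a fitted effect of over 60% in size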
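alpha7betagal+/- myoblasts (passage 13, 250/well) treated 48 h at 37C with compounds at 1:260 dilution of DMSO stock. Lysed, then beta-galactosidase activity read as FDG fluorescence (ex 480/em 540) after 30 min, with pre-read for autofluorescence.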
The depositor's hits bear a star; ? = inconclusive; · = not tested or not shown; [ ] = dose if it differs, or a comment. Unless noted, calls follow the shape of the dose curve; as a rule, active = well fitted curve in the direction sought with a large enough effect; inconclusive = small, poorly fitted or top-dose-only effect, or another doubt; inactive = no such curve, though single readings can be large; an effect the other way counts as inactive or inconclusive.

SMILES | ELG1 DNA repair | TCR act | TRPV1 ag | PTAP TSG101 blk | BRCA1 expr up | B2AR arrestin | MLL CXXC-DNA inh | A-T KAP1 phos | p53 reactivator | Integrin act MD
CC1=NN(S(=O)(=O)c2ccc(F)cc2)C(=O)c2ccccc2O1 | 22% | 8% | 4 | 4% | -14% | 0.1% | -7% | -5% | -2% | 12%
COc1ccc(NC(=O)N2CCCC2)cc1OC | 11% | 6% | -3 | -1% | 1% | -0.6% | -2% | 22% | -4% | -60%[inhibitor]
CN(CC(=O)NCC1CCCCC1)S(=O)(=O)c1ccc(F)cc1 | -1% | -2% | 9 | 0% | -2% | 0.1% | 4% | -7% | 3% | -27%
CCOc1ccc(C(=O)NCc2ccco2)cc1OCC | 0% | · | -2 | 0% | -3% | -0.2% | -1% | 9% | · | 0%
Nc1nnc(SCC(=O)OCc2ccccc2)s1 | 22% | 4%[46.1 µM] | 17 | 5% | -1% | -0.7% | 2% | 5% | -8% | ?
CCc1nc(OCC(=O)c2ccccc2)c(C#N)c2c1COC(C)(C)C2 | ? | 8% | 18 | -1% | -38% | 0.5% | 3% | · | -3% | -14%
CN(C)c1nc(=NCc2ccco2)ss1 | ? | -1% | · | -2% | -7% | 2.2µM* | -8% | -7% | -12% | -60%[inhibitor]
COc1ccc(C(=O)NNC(=O)c2ccc3ccccc3c2O)cc1 | 2% | 1% | 3 | -7% | -20% | 0.0% | -12% | -4% | · | -19%
NN=C1c2cc([N+](=O)[O-])ccc2-c2ccc([N+](=O)[O-])cc21 | -2% | · | -4 | · | · | -0.5% | -10% | 2% | 0% | ·
COc1ccc(OCCCC(=O)OCC(=O)Nc2nnc(-c3ccccc3)o2)cc1 | 22% | 1% | -4 | -4% | 15% | 0.3% | · | -22% | 2% | -11%
CCOC(=O)C1=C(C)NC(=S)NC1c1ccc(OCC(=O)N2CCCCCC2)cc1 (stereo not given) | ? | 3% | 0 | -1% | -6% | -0.1% | 11% | 1% | -4% | 0%
O=C(Nc1cccnc1)c1ccc(COc2ccccc2Cl)o1 | -6% | 11% | 27 | -9% | 19% | -0.8% | 8% | 2% | 2% | -61%[inhibitor]
CCC(c1nnnn1C(C)C)N1CCN(C2CCCC2)CC1 (stereo not given) | -5% | 0% | -1 | -1% | -11% | -0.6% | -2% | 6% | 6% | -3%
Cc1ccc(-c2nnc(SCC(N)=O)nc2-c2ccc(C)cc2)cc1 | -5% | 0% | ? | -3% | -3% | -0.1% | 0% | -1% | 4% | -136%[inhibitor]
COc1ccc(CCNC(=O)CCNC(=O)c2ccc(Br)cc2)cc1OC | 1% | 0%[46.1 µM] | 1 | -6% | -12% | -0.3% | -4% | 5% | -23% | -13%
Cc1ccc(S(=O)(=O)NCCC(=O)OCC(=O)Nc2cccc(Cl)c2)cc1 | ? | 11% | -1 | 0% | 4% | 0.1% | · | -3% | -7% | -5%
CSC1=N/C(=C/c2ccc(-n3cncn3)cc2)C(=O)N1 | -3% | 11% | 2 | -2% | 24% | -0.2% | 0% | 0% | 1% | -5%
Cc1cc2c(cc1C)NC(c1nc3ccccc3[nH]1)C1=C(CC(C)(C)CC1=O)N2 (stereo not given) | 17% | -3% | 0 | -10% | -17% | -1.7% | 1% | -2% | 7% | 5%
CC1CCC2(CC1)NC(=O)N(CC(=O)NCCc1c[nH]c3ccccc13)C2=O (stereo not given) | 10% | -1% | -1 | 1% | -5% | 0.1% | · | -1% | 5% | -24%
CC1CCCC(NC(=O)NC(=O)CCl)C1C (stereo not given) | 21µM* | -1%[46.1 µM] | 3 | -6% | -33% | -0.2% | 5% | · | -28% | -22%
Cc1nn(Cc2ccccc2)c(Cl)c1/C=N/NC(=O)c1cccnc1 | -3% | 3%[46.1 µM] | -1 | -11% | -32% | -0.3% | 20% | 2% | 0% | 6%
COc1ccc(-c2[nH]ncc2CNC(C)c2cn(C)nc2C)c(F)c1 (stereo not given) | 9% | 6% | 0 | 5% | -7% | -0.1% | 4% | 3% | -1% | 22%
O=C(CN1CCN(c2ccc(F)cc2)CC1)N1CCOCC1 | 0% | -5% | 0 | -4% | -4% | -0.7% | -5% | 2% | -2% | 12%
COc1ccc(-c2cc(-c3ccccc3O)[nH]n2)cc1OC | ? | 3% | 3 | -6% | ? | 0.6% | -20% | 8% | ? | 21%
CCC(CO)Oc1cc(NCc2cccc(C(F)(F)F)c2)c2ncn(C(C)C)c2c1 (stereo not given) | -17% | 3% | · | 1% | -11% | 4.2% | · | -1% | 1% | 1%
NC(=O)c1ccc(NC(=O)COC(=O)C2COc3ccccc3O2)cc1 (stereo not given) | ? | -3%[46.1 µM] | · | -1% | -2% | -1.0% | · | 2% | 17% | -48%[inhibitor]
O=C(c1ccccc1)N1CCN(C2C3CC4CC(C3)CC2C4)CC1 (stereo not given) | -3% | · | 21 | -4% | 12% | -0.6% | 3% | · | 6% | 3%
CCN(C(=O)c1nn(-c2ccc(OC)cc2)c(=O)c2c1c1ccccc1n2C)c1ccc(OC)cc1 | -4% | -2% | 17 | -5% | -29% | -0.2% | -1% | 1% | 4% | -11%
O=C(CCN1c2ccccc2Sc2ccccc21)OCC(=O)N1CCN(C(=O)c2ccco2)CC1 | -18% | -13% | 26 | -3% | -18% | -0.3% | -3% | -2% | -11% | -5%
COc1cc(NC(=O)c2ccc(F)cc2)ccc1NC(=O)c1cc2ccccc2o1 | 1% | 3% | 1 | -3% | 0% | -0.6% | 33%[activator] | 3% | · | -15%
Cc1c(C(=O)N2CCOCC2)c(S(=O)(=O)Nc2ccc(F)cc2)c(C)n1C | 17% | -1% | 0 | 0% | 1% | -0.1% | 5% | 6% | 4% | 2%
O=C(Nc1cccc(NC(=O)c2ccc(Cl)cc2)n1)c1ccc(Cl)cc1 | ? | -4% | 11 | 0% | -17% | -0.1% | 1% | 16% | 27% | 5%
CNS(=O)(=O)c1ccc(C(=O)NCC(=O)NC(C)c2cccs2)cc1 (stereo not given) | 0% | 4% | 2 | 5% | 8% | -0.2% | · | 11% | -6% | 16%
COc1ccc(C(=O)NCCS(=O)(=O)N2CCC3(CC2)OCCO3)cc1 | 10% | 2% | -6 | -4% | -14% | 0.0% | · | 4% | 5% | -12%
O=C(NCc1ccc2c(c1)OCO2)c1ccc(S(=O)(=O)N2CCOCC2)cc1 | 8% | -4% | ? | -4% | -16% | -0.8% | ? | 0% | -3% | 3%
Cc1ccc(NC(=O)C2CC(=O)Nc3ncnn32)c(C)c1 (stereo not given) | 8% | 2% | 0 | -1% | 9% | -0.1% | 8% | -10% | 2% | 20%
CN1CCN(c2nc(Nc3ccccc3)nc(N)c2[N+](=O)[O-])CC1 | 15% | 11% | -3 | -1% | -10% | -0.1% | -9% | 31% | -4% | -2%
Cc1ccccc1C(=O)N1CCN(c2ccc(N3CCOCC3)nn2)CC1 | 16% | 6% | 0 | 1% | -4% | 0.0% | · | -7% | 5% | -8%
CC(NC(=O)c1cc2ccccc2oc1=O)c1ccc(O)cc1 (stereo not given) | 7% | -1% | 7 | -2% | -7% | -0.6% | 4% | -6% | -1% | ?
CCCC1SCC(C)(C)NC1=O (stereo not given) | · | 4% | · | 0% | 10% | · | · | · | · | 13%
COc1ccc(C#Cc2ccc3c(c2)c(=O)c2ccccc2n3C)cc1 | 19% | 11% | 2 | -3% | -18% | -0.7% | -2% | 22% | 9% | -1%
CCn1c(-c2ccc3ncccc3c2)n[nH]c1=S | 3% | 5% | 0 | -6% | 16%[1.84 µM] | -0.9% | 8% | 2% | -3% | 0%
O=C(CN1C(=O)/C(=C/c2c(F)cccc2Cl)Oc2ccccc21)NCc1ccco1 | -17% | · | 24 | · | · | 0.4% | 18% | 2% | 4% | ·
O=C(c1ccccc1)c1cc2ccc(O)cc2oc1=O | ? | -10% | -2 | -5% | 82% | -0.8% | -13% | -3% | 9% | -15%
Cc1nc2scc(C)n2c(=O)c1S(=O)(=O)NCC1CCN(Cc2ccc(Cl)cc2)CC1 | 3% | 0% | 21 | -8% | -28% | 0.4% | 3% | 4% | 11% | -40%

Reprinted from above, two compounds:
SMILES | ELG1 DNA repair | TCR act | TRPV1 ag | PTAP TSG101 blk | BRCA1 expr up | B2AR arrestin | MLL CXXC-DNA inh | A-T KAP1 phos | p53 reactivator | Integrin act MD
CN1CCN(c2nc(Nc3ccccc3)nc(N)c2[N+](=O)[O-])CC1 | 15% | 11% | -3 | -1% | -10% | -0.1% | -9% | 31% | -4% | -2%
Cc1ccccc1C(=O)N1CCN(c2ccc(N3CCOCC3)nn2)CC1 | 16% | 6% | 0 | 1% | -4% | 0.0% | · | -7% | 5% | -8%

Bioassay records as filed in PubChem.
